Bioassay records: PubChem, The Scripps Research Institute Molecular Screening Center
Pf gamet viab = inhibitors of late stage P. falciparum gametocyte viability | P. falciparum stage V gametocytes, ATP luminescence, 24 h | inhibition, % at 10.9 µM | 150,000 compounds, 0.065% hits | AID 743093;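 active = inhibition above the mean plus 3 SD of compounds within the control limits, set per campaign, cut at about 38% in these data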;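 also: 0% = DMSO wells and 100% = medium only without gametocytes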
* marks the source's active call; other numbers are inactive results. A portion of the library, so the mix of outcomes need not match the whole.

SMILES,Pf gamet viab
CS(=O)(=O)N1N=C(c2ccco2)CC1c1ccco1 (stereo unspecified),14
c1csc(CNc2ncnc3ccc(-c4ccc5c(c4)OCCO5)cc23)c1,22
CCOc1ccc2[nH]cc(C(=O)NCc3ccccc3)c(=O)c2c1,-16
O=C(Nc1ccccc1F)C(c1ccccc1)c1ccccc1,-12
CN(C)/C=N/c1nc2ccc3c(c2s1)CCCC3,-2
COc1cccc(N2C(=O)CC(N3CCN(c4ccc([N+](=O)[O-])cc4)CC3)C2=O)c1 (stereo unspecified),-5
C=C1C[C@H](O[C@@H]2O[C@H](CO)[C@@H](O)[C@H](O)[C@H]2O)[C@@H]2[C@H](OC(=O)[C@H]2C)[C@H]2[C@H](C)[C@@H](O)C[C@@H]12,-7
CCCn1c(=O)c(C(=O)Nc2cc(C)ccn2)c(O)c2ccccc21,-15
CC(=O)Nc1ccc(S(=O)(=O)N2CCC(N3CCCCCC3)CC2)cc1,-21
CCCC[C@H]1COCCS(=O)(=O)N1Cc1cccc(F)c1,-1
CS(=O)(=O)N1CCc2cc(C(=O)Nc3cccc([N+](=O)[O-])c3)ccc21,-4
c1ccc2c(OCCCCN3CCOCC3)cccc2c1,-2
COc1ccc(C(=O)N/C(=C\c2ccccc2)C(=O)Nc2ccc(C(=O)NCC(=O)O)cc2)cc1,5
COc1ccc(CNCc2ccc(C)cc2)c(OC)c1,15
COc1ccc(-c2csc(N(CCCN(C)C)C(=O)c3ccc(F)cc3)n2)cc1,12
CN(C(=O)c1ccco1)c1nc(-c2ccccc2)cs1,-10
Cc1cc(C)cc(OCC(=O)Nc2cc(NC(=O)COc3cc(C)cc(C)c3)cc(C(=O)O)c2)c1,3
CC(=O)NC(c1ccc(C(C)C)cc1)c1c(O)ccc2ccccc12 (stereo unspecified),-2
CCCOc1ccc(C(C)=O)cc1Cc1c(O)nc(SC)[nH]c1=O,-6
O=[N+]([O-])c1ccc(Nc2ccccc2O)c2nonc12,-25

Going on with the list:
SMILES,Pf gamet viab
O=C(O)c1cccc(NS(=O)(=O)c2ccc(Oc3ccc(S(=O)(=O)Nc4cccc(C(=O)O)c4)cc3)cc2)c1,0
Cc1ccc(NC(=O)C2C3CCCCC32)cc1[N+](=O)[O-] (stereo unspecified),-10
Cc1ccc(NC(=O)Cn2cnc([N+](=O)[O-])c2)cc1C,-22
CC(C)(C)c1nc2c(s1)CCc1onc(-c3ccc(Br)cc3)c1-2,-9
CSCCC(=O)NC1CCCN(CCc2ccccc2)C1 (stereo unspecified),3
C=CC[C@@H](CC(=O)N[C@H](CO)Cc1ccccc1)C(=O)N[C@@H](C)COC(=O)[C@@H](CC=C)Cc1ccc(F)cc1,-6
CN(CC(=O)NCCCc1ccccc1)S(=O)(=O)c1ccc(Br)cc1,13
Cn1cccc1C(=O)OCC(=O)c1cc2ccccc2o1,3
COc1ccc2ccc3cccc[n+]3c2c1,6
COC(C[C@@H]1O[C@@H]1C(=O)[C@H](C)OCc1ccccc1)OC,-27
Brc1ccccc1-n1nnc(-c2cnc3ccccc3c2)n1,3
C=CCC[C@H](Cc1ccc(F)cc1)C(=O)OC[C@@H](Cc1c[nH]c2ccccc12)NC(=O)[C@@H](CC=C)CC(=O)N[C@@H](CO)Cc1ccccc1,-14
O=S(=O)(Nc1c(O)ccc2ccccc12)c1ccc(F)cc1,1
COc1ccc([C@@H]2[C@@H]3C(=O)N(C(C)(C)C)C(=O)[C@@H]3[C@]3(C)C(=O)N(c4ccc(C)cc4)C(=O)N23)cc1,5
O=C(Oc1cncc(Cl)c1)c1sccc1Cl,1
CC(=O)Nc1ccc2nc(NC(=O)c3ccco3)sc2c1,3
COC(=O)c1sc(C(F)(F)F)c(-c2ccccc2)c1S(=O)(=O)N1CCOCC1,-4
c1ccc(Cn2cc(-c3cccnc3)cn2)cc1,7
Cc1cccc(NC(=O)C2CC2c2ccccc2)c1C (stereo unspecified),19
Cc1ccc(C2=N/C(=C\c3cccc(F)c3)C(=O)O2)cc1,-9

Remaining list, next part:
SMILES,Pf gamet viab
O=C(NC12CC3CC(CC(C3)C1)C2)c1ccc([N+](=O)[O-])cc1,-20
CCOC(=O)c1ccc(NC(=S)N2CCN(C)CC2)cc1,6
O=C1Nc2ccc(S(=O)(=O)NCCCO)c3cccc1c23,1
C[C@H](CO)N1C[C@H](C)[C@@H](CN(C)Cc2ccc(C(=O)O)cc2)Oc2ccc(NS(C)(=O)=O)cc2C1=O,4
O=[N+]([O-])c1ccc(N/N=C/c2cccc(O)c2O)cc1,-9
Cc1nc2c(C)cccn2c1/C(O)=C1\C(=O)C(=O)N(CCN(C)C)C1c1cccs1 (stereo unspecified),-11
CCOC(=O)Cn1c(COc2ccccc2OC)[n+](C)c2ccccc21,-28
C[C@H](CO)N1C[C@H](C)[C@@H](CN(C)Cc2ccncc2)Oc2ccc(NC(=O)Cn3cnnn3)cc2C1=O,20
CCOc1cc(NC(=O)Nc2ccccc2)c(OCC)cc1NC(=O)CC,-8
CCC(C)c1ccc(C(CC)NC(=O)C2CCCO2)cc1 (stereo unspecified),-15
CN(C)Cc1c(O)ccc2cc(-c3nc4ccccc4n3C)c(=O)oc12,16
O=C(Cc1ccc(Cl)cc1)Nc1cc(Cl)ccn1,-3
COc1cc(C(C)=O)ccc1OCC(O)CN1CCN(c2ccc(C)c(C)c2)CC1 (stereo unspecified),-4
O=C(O)c1ccc(N=N/C(=N\Nc2ccc(C(=O)O)cc2)c2ccccc2)cc1,15
COCC(=O)Nc1cc(C)cn(Cc2cccc(C(F)(F)F)c2)c1=O,10
Cc1cccc(OC(C)C(=O)N2CCc3ccccc3C2)c1 (stereo unspecified),-11
COc1cc(C(=O)NCCC(c2ccccc2)c2ccccc2)cc(OC)c1OC,-15
CC(C)(C)OC(=O)CNC(=O)c1[nH]cnc1C(=O)NCCCCCN,9
CCCCN1CC(=O)N2[C@H]3c4cc(Br)ccc4OC[C@@H]3[C@H](C(=O)OCC)[C@]2(C)C1=O,-21
O=C(NCC1CCCCC1)C1(CC2CC(c3cccc(Br)c3)=NO2)CCNCC1 (stereo unspecified),-15

Among those listed so far, these have two or more sulfur atoms.
SMILES,Pf gamet viab
O=C(O)c1cccc(NS(=O)(=O)c2ccc(Oc3ccc(S(=O)(=O)Nc4cccc(C(=O)O)c4)cc3)cc2)c1,0
COC(=O)c1sc(C(F)(F)F)c(-c2ccccc2)c1S(=O)(=O)N1CCOCC1,-4

The list goes on:
SMILES,Pf gamet viab
Cc1ccc(C)c(NC(=O)CCN2CCN(CCO)CC2)c1,16
CCOC(=O)c1cccc(NC(=S)NC(=O)c2cccnc2)c1,-8
CCOc1ccc(NC(=O)C2CCN(S(=O)(=O)CC)CC2)cc1,15
Cc1ccc(CC(=O)NCCN2CCOCC2)cc1,-5
CCn1c(=O)c(C(=O)NC(C)c2ccccc2)c(O)c2ccccc21 (stereo unspecified),11
CC(C)CC1NC(=O)c2ccccc2-n2c1nc1cc(F)ccc1c2=O (stereo unspecified),9
Cc1cccc(OCC(O)CNC(=O)c2ccccc2C(=O)O)c1 (stereo unspecified),3
Cn1c(=O)c2c(nc(N3CCOCC3)n2CCNC2=NCCC2)n(C)c1=O,-1
Cn1nnnc1Sc1ncnc2scc(-c3cccc4ccccc34)c12,2
COc1ccc(S(=O)(=O)Nc2c(C)n(C)n(-c3ccccc3)c2=O)c(Cl)c1Cl,16
O=C1CCC/C=C/C[C@@H](CC(=O)N(CCO)Cc2ccccc2)C(=O)NC[C@H](c2ccccc2)O1,23
COc1ccc(C(=O)NCC(C)(C)CNC(=O)c2ccc(OC)cc2)cc1,-23
CCC(NC(=O)C1C2C=CC(C2)C1C(=O)O)c1ccc(C)cc1 (stereo unspecified),9
O=C(Cc1ccccc1F)NC1CCCN(Cc2ccc(Cl)cc2)C1 (stereo unspecified),0
COc1ccc(-c2cn(Cc3ccc(C(=O)NCc4ccc(C)cc4)cc3)c(C(C)N)n2)cc1 (stereo unspecified),4
COc1cccc(S(=O)(=O)NC2CCN(C#N)C2)c1 (stereo unspecified),-1
CN(C)Cc1c(O)ccc2c(=O)c(-c3ccccc3Cl)c(C(F)(F)F)oc12,-1
CCS(=O)(=O)N1CCN(S(=O)(=O)c2ccc3ccccc3c2)CC1,1
CCCC[C@H]1COCCS(=O)(=O)N1Cc1ccccc1F,5
COc1ccc(-c2oc3ccccc3c2C(=O)OCc2ccc(O)cc2)cc1,23

Additional entries
SMILES,Pf gamet viab
Cc1onc(-c2ccccc2)c1C(=O)Nc1ccc(NC(=O)c2c(-c3ccccc3)noc2C)cc1,17
CCC(C)Sc1nnc(NS(=O)(=O)Cc2ccccc2)s1 (stereo unspecified),-24
COc1ccc(CNC(=O)c2ccc3ccccc3n2)cc1,-7
Cc1ccnc(N2C(=O)c3ccc([N+](=O)[O-])cc3C2=O)c1,-15
c1ccc(CNc2ccc(N3CCOCC3)cc2)cc1,-10
COc1ccc2ccccc2c1-c1sc(Nc2ccccc2)n[n+]1-c1ccc(F)cc1,-13
CCOc1ccc(NC(=S)N2CCC(C(=O)c3ccc(F)cc3)CC2)cc1,-4
Nc1nnnn1/N=C/c1cc(Br)ccc1O,12
O=C(CCl)N1c2ccccc2CCc2ccccc21,-2
Nn1c(=S)[nH]c2sc3c(c2c1=O)CCCC3,-6
COC(=O)[C@H](Cc1ccccc1)N(C)S(=O)(=O)c1cccc(S(=O)(=O)N(C)[C@@H](Cc2ccccc2)C(=O)OC)c1,-3
O=C1CCNCCN1[C@H](CO)c1ccccc1,-9
FC(F)(F)c1nnc2c3ccccc3c(Cl)nn12,1
Cc1ccc(S(=O)(=O)N2CCN(c3ccccc3)CC2)cc1C,1
COc1ccc([C@H]2CC(=O)C=C(c3ccc4c(c3)sc3ccccc34)C2)cc1,14
COc1ccccc1/C=N/NC(=O)CC(=O)NCCc1ccccc1,0
O=C1c2ccccc2C(=O)N1CCCCc1cn(C[C@H]2CC[C@@H]([C@@H]3CC[C@H](Cn4cc(CCCCN5C(=O)c6ccccc6C5=O)nn4)O3)O2)nn1,0
Nc1ccccc1SCC(=O)Nc1cccc2ccccc12,-8
COc1ccc(C(=O)Nc2ccc(C(=O)c3ccccc3)cc2)cc1,-17
C/C(=N\Nc1ccccc1)c1cccc(N)c1,-10

Copied from the listing, 5 compounds:
SMILES,Pf gamet viab
Cc1onc(-c2ccccc2)c1C(=O)Nc1ccc(NC(=O)c2c(-c3ccccc3)noc2C)cc1,17
CCC(C)Sc1nnc(NS(=O)(=O)Cc2ccccc2)s1 (stereo unspecified),-24
COc1ccc(CNC(=O)c2ccc3ccccc3n2)cc1,-7
Cc1ccnc(N2C(=O)c3ccc([N+](=O)[O-])cc3C2=O)c1,-15
c1ccc(CNc2ccc(N3CCOCC3)cc2)cc1,-10

(more compounds)
SMILES,Pf gamet viab
NS(=O)(=O)c1ccc(OC(=O)CNC(=O)OCc2ccccc2)cc1,18
CCn1c(SCc2ccccc2)nc2cc(OC)c(OC)cc2c1=O,4
CC(C)CNC(=O)c1ccccc1N(Cc1ccccc1)S(C)(=O)=O,0
Cc1ccc(S(=O)(=O)N2[C@@H](c3cccc(Cl)c3)C(C(=O)O)=CC[C@H]2c2ccc(C(C)C)cc2)cc1,-13
C[C@H]1[C@H]2c3nc4ccccc4n3C[C@H]1ON2C1CCCCC1,18
CCC(=O)Nc1cccc(C(=O)N(Cc2ccccc2)Cc2ccccc2)c1,-24
Cc1ccccc1NC(=O)CCCCC(=O)Nc1ccccc1C,-26
CCOCCOC(=O)Cn1cnc2scc(-c3ccc(C)cc3)c2c1=O,6
COc1ccccc1NC(=O)c1cccc2c(Br)cccc12,19
Cc1cc(S(=O)(=O)NCc2ccccn2)c(Cl)cc1Cl,-4
CCOc1ccc(NC(=O)c2nn(C)c(C(=O)Nc3ccc(OCC)cc3)c2[N+](=O)[O-])cc1,16
COC(CNS(=O)(=O)c1ccc(Cl)cc1)c1ccccc1 (stereo unspecified),14
COc1ccc(/C=C2\SC(=O)N(CCC(=O)N3CCN(C)CC3)C2=O)cc1,9
Cc1ncc(C[n+]2ccc(C)c(C)c2)c(N)n1,-4
O=C1c2ccccc2S(=O)(=O)c2cc(N3CCC4(CC3)OCCO4)ccc21,21
CCOc1ccc(C(=O)Nc2ccc(CN3CCOCC3)cc2)cc1Br,-13
CN(C)CCOc1ccc(-c2c(-c3ccccc3)sc3ccccc23)cc1,-31
Cc1cc(Cc2ccc([N+](=O)[O-])cc2)c(C)cn1,-2
O=C(Oc1ccc(OC(=O)c2ccncc2)cc1)c1ccncc1,9
COc1ccc(NC(=O)c2cc(-c3ccc(C)cc3)on2)cc1OC,-5

Additional results.
SMILES,Pf gamet viab
COc1cc(C(=O)N(C)C2CCCN(Cc3ccccc3F)C2)cc(OC)c1OC (stereo unspecified),6
N#Cc1ncc(Cc2ccccc2)nc1C#N,6
CCCCCCSc1cc(-c2nc3cc(C)ccn3c2NC2CCCCC2)ccc1OC,-33
COc1ccccc1N1CCN(C(=O)CCC(=O)N2CCN(c3ccc(F)cc3)CC2)CC1,12
CCOc1ccccc1NC(=S)N1CCN(c2ccccc2)CC1,0
CC1=NN(C(C#N)c2ccc(F)cc2)C(c2ccccc2)C1 (stereo unspecified),5
O=C(NC1CCCCC1)c1n[nH]c2c1CCCCC2,-14
COC(=O)CC1C(=O)NCCN1C(=O)c1cc([N+](=O)[O-])ccc1Cl (stereo unspecified),-13
COc1ccc(OC)c(C(=O)NC(CC(N)=O)c2ccc(NCc3ccccn3)c([N+](=O)[O-])c2)c1 (stereo unspecified),19
COc1ccc(C2C(C(C)=O)=C(O)C(=O)N2c2ccc(Br)cc2)cc1 (stereo unspecified),0
Cc1nc(Cl)sc1C(=O)Nc1cccc(C(F)(F)F)c1,-5
